# Screens from PubChem.
# A549 viability – kills or reduces viability of A549 cells in Nrf2 counter-screen; A549 ARE-Fluc cells, CellTiter-Fluor viability, 18-24 h; 0.16% of 390,000 active; Potency, µM (series often up to 46 µM), inactives show at the highest dose activity change, negative = cytotoxicity, usual class: inhibitors; also: % is scaled to controls: 0 for no effect and ±100 for the full control effect
#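 Cytotoxicity counterscreen: CellTiter-Fluor fluorescence was measured in A549 ARE_Fluc cells after 18-24 h of compound exposure in a concentration series. The subsequent BugLite luminescent read reports ARE-luciferase activity.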
# Nrf2 ARE act – activates Nrf2 signaling. AREc32 ARE-luciferase reporter (MCF7-derived line), luminescence, 24 h. Potency, µM (titrated, usually from 46.1 µM), for the others: top-dose activation, actives largely listed as activators. 0.31% of 410,000 active; also: % of control where 0% means no effect; nearly all actives have a fitted effect of over 65% in size
#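 For detection, Steady-Glo was added and plates sat 30 min at RT; before that, AREc32_Fluc cells grown overnight in OPTI-MEM/5% FBS had been treated with 23 nL compound for 24 hr at 37 deg C.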
# HepG2 tox – counter-screen for TGF-b inhibitors: cytotoxicity in HepG2 cells | HepG2 CAGA-GFP viability, ATP luminescence, 18 h | Potency, µM (series often up to 46.1 µM), inactives show at the highest dose activity change, negative = cytotoxicity, hits mostly cytotoxic | 0.76% of 410,000 active | AID 588856; also: some results filed as inactive show a strong effect at the top dose
#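 CellTiter-Glo luminescence gave cytotoxicity after 18 hours at 37 degrees C. The cells were HepG2 CAGA-GFP in 1% FBS DMEM, stimulated with 500 pg/mL TGF-beta after compound addition. %Activity was normalised to no-cell wells (complete cell-killing) and DMSO (no toxicity), and curves were fitted and classified.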
# ATXN viability – viability counter-screen for ATXN expression inhibitors; S2 cells (HEK-293 line with an ATXN2-luciferase reporter) viability, CellTiter-Fluor protease fluorescence, 24 h; 0.49% of 400,000 active; Potency, µM (doses to about 56.7 µM), usual class: cytotoxic; AID 651635; also: nearly all actives have a fitted effect of over 40% in size
# TGFb SMAD3 inh – TGF-b pathway inhibition; HepG2 CAGA-GFP TGF-b/SMAD3 reporter, GFP fluorescence, 18 h; TGF-beta stimulated, 500 pg/mL final; Potency, µM (doses to about 46.1 µM), for the others: at the top dose activity, negative = inhibition, usual class: inhibitors; 1.2% of 410,000 active; also: % is scaled to controls: 0 for no effect and ±100 for the full control effect; nearly all actives have a fitted effect of over 65% in size
#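 Inhibition was scored as loss of TGF-beta-induced (500 pg/mL final, 18 hours, 37 degrees C) GFP in HEPG2 cells carrying a CAGA-GFP reporter, in DMEM with 1% FBS. Well GFP was summed per cell; Activity was normalised to unstimulated and stimulated DMSO wells, then concentration-response fitting.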
# MCF10A rereplic – induces DNA re-replication in MCF 10a normal breast cells; MCF 10A DNA re-replication, Hoechst nuclear intensity, 48 h; Potency, µM (top dose mostly 46.1 µM), for inactives: at the top dose activity, positive = re-replication, usual class: activators; 2.9% of 350,000 active; also: % of control where 0% means no effect; nearly all actives have a fitted effect of over 50% in size
# ATXN2 expr inh – reduces ATXN2 reporter expression in HEK-293 cells | HEK-293 ATXN2-luciferase reporter, luminescence, 24 h | Potency, µM (titrated, usually from 57 µM), for inactives: at the top dose activity change, negative = inhibition, most hits filed as inhibitors | 0.72% of 360,000 active | AID 1745845; also: % is scaled to controls: 0 for no effect and ±100 for the full control effect; nearly all actives have a fitted effect of over 55% in size
#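 ATXN2-luciferase reporter cells (luciferase flanked by upstream and downstream ATXN2 gene portions) were treated 24 h at 37 °C with compounds at up to 57 uM. SteadyGlo luminescence gave expression; GF-AFC fluorescence gave viability.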
# Nrf2 block – Nrf2 pathway inhibition. A549 ARE-Fluc reporter, luciferase luminescence, 18-24 h. Potency, µM (titrated, usually from 46 µM), inactives show top-dose activity change, negative = inhibition, usual class: inhibitors. 2.1% of 360,000 active; also: % is scaled to controls: 0 for no effect and ±100 for the full control effect; nearly all actives have a fitted effect of over 60% in size
#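 Nrf2 function is reported as luminescence of an ARE-controlled luciferase in A549 cells. Compounds were tested at several concentrations, and a CellTiter-Fluor read on the same wells flagged cytotoxicity.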
# EPAC2 antagonist – blocks human EPAC2 exchange factor. Q8WZA2. EPAC2 GEF exchange of Rap1B-BODIPY-GDP, fluorescence. Potency, µM (top dose mostly 114 µM), inactives show top-dose activity, negative = inhibition, actives largely listed as inhibitors. 0.18% of 360,000 active; also: % is scaled to controls: 0 for no effect and ±100 for the full control effect; nearly all actives have a fitted effect of over 45% in size; many of its hits are not listed in these tables
# Target sequence (Q8WZA2 whole entry, looked up): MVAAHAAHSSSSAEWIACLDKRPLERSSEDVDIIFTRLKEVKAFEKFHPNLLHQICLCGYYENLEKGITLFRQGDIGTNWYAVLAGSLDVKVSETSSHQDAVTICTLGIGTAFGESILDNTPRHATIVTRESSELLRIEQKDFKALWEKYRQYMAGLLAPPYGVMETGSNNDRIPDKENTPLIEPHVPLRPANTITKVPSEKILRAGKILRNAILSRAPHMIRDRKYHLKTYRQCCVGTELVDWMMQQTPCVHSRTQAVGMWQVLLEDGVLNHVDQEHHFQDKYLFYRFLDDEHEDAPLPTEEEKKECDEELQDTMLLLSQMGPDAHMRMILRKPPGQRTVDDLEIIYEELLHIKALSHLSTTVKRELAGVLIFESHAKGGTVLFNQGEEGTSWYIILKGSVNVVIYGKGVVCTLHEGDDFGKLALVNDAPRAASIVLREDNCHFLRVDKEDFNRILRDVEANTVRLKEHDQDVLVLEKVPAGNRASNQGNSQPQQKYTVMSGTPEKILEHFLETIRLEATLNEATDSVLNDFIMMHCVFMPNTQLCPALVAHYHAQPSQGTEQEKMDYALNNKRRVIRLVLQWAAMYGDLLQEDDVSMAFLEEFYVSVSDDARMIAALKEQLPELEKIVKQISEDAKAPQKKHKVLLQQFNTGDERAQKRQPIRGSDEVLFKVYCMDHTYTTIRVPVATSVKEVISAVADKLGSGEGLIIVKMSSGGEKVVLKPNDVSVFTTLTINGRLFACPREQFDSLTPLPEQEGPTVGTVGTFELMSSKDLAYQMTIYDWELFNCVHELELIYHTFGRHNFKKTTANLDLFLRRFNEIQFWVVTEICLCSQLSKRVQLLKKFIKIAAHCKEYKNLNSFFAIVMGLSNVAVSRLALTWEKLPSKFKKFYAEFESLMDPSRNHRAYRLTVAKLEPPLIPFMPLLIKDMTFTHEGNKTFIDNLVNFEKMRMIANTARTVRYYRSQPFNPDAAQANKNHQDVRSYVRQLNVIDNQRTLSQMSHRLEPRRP
# Starred values were filed as active, the others as inactive; i = inactive; ? = inconclusive; . = not tested or not shown; & = joins results of further samples; [ ] = another dose, or the depositor's remark. Calls follow the shape of the dose curve; as a rule, active = well fitted curve in the direction sought with a large enough effect; inconclusive = small, poorly fitted or top-dose-only effect, or another doubt; inactive = no such curve, though single readings can be large; an effect the other way counts as inactive or inconclusive. Potency is read from the fitted curve at half-maximal effect. An excerpt, so the mix of outcomes need not match the whole.
SMILES,A549 viability,Nrf2 ARE act,HepG2 tox,ATXN viability,TGFb SMAD3 inh,MCF10A rereplic,ATXN2 expr inh,Nrf2 block,EPAC2 antagonist
C=CCNC(=S)NCC1COc2ccccc2O1 (centres undefined),0.9%,-0.3%,-1.7%,i,?,-30.8%[inhibitor],28.8%,9.2%,24.5%
COC(CNc1ccc([N+](=O)[O-])c(NCC(OC)OC)c1C#N)OC,-9.2%,0.1%,-0.6%,i,-6.4%,?,13.4%,-4.2%,4.1%
O=C(CSc1ncccn1)N1CCC(Cc2ccccc2)CC1,-11.5%,0.1%,0.8%,i,7.0%,-3.0%,-2.6%,-10.0%,0.5%
CCCOc1ccc(C(=O)NCC(C)(C)N2CCOCC2)cc1,8.6%,-0.5%,7.1%,i,6.3%,-1.1%,-22.5%,9.0%,14.4%
Cc1cc(C)c(C)c(OCCN2CCOCC2)c1,-2.3%,0.0%,4.9%,i,-5.6%,3.4%,3.5%,-4.2%,0.4%
CN1C(=O)CSC1=NC12CC3CC(CC(C3)C1)C2,-5.7%,-1.0%,-28.8%,i,6.6%,8.1%,-12.6%,7.7%,4.4%
Cc1cc(C)nc(SCCC(=O)Nc2ccc(F)cc2)n1,-0.2%,0.2%,-66.2%,i,12.2%,-0.3%,2.4%,-16.2%,0.2%
CCN1C[C@@H]2[C@@H]3C(=O)N(C)C(=O)[C@@H]3[C@](Cc3ccccc3)(C(=O)OC)N2C1=NC1CCCCC1,5.4%,0.3%,3.5%,?,17.7%,-34.3%[inhibitor],-8.2%,2.2%,11.0%
Cn1c(SC/C=C/c2ccccc2)nnc1-c1cnccn1,-6.1%,-0.3%,-24.3%,i,-1.9%,2.6%,-0.6%,-14.2%,37.8%[activator][57.1 µM]
NC(=O)C1CCN(c2nc(-c3ccccc3)nc3c2oc2ccccc23)CC1,4.0%,0.4%,-3.7%,?,7.1%,-53.7%,?,6.4%,24.8%
Cc1ccc(CNC2CCCCC2)s1,0.7%,-0.3%,-0.8%,i,10.1%,1.0%,-3.5%,-11.4%,-0.9%
CCc1ccc(CNC(=O)c2ccc(CS(=O)(=O)Cc3cccc(C)c3)o2)cc1,3.5%,0.2%,-30.4%,.,-29.7%,.,.,.,.
COc1ccccc1-n1nnnc1SCC(=O)Nc1ccccn1,-2.5%,3.8%,4.4%,i,-28.2%,9.9%,2.9%,2.8%,18.0%
CC(=O)Nc1ccc(Nc2ccc3nonc3c2[N+](=O)[O-])cc1,?,0.3%,0.5%,?,14.8%,-2.2%,-0.6%[11.3 µM],-14.7%,-6.1%
CCOc1ccc(NC(=O)Nc2cc3c(cc2N2CCCCC2)n(C)c(=O)n3C)cc1,?,0.7%,-41.0%,i,?,.,-10.4%,-2.6%,.
COc1cc2c(cc1OC)CN(C(=O)CCCN1C(=O)c3ccccc3C1=O)CC2,8.3%,0.4%,8.6%,i,-14.7%,1.9%,11.1%,0.5%,11.4%[57.1 µM]
COc1cc(OC)cc(C(=O)NCCSCc2ccc(Cl)cc2)c1,1.0%,-0.5%,-14.8%,i,-8.1%,6.7%,-25.9%,-13.9%,-10.2%
O=C(Nc1cccc(-n2cnnn2)c1)c1cccc(Cl)c1,0.5%,-0.1%,-12.4%,i,-30.0%,-7.6%,.,6.5%,6.2%
CCC(=O)N1c2ccccc2[C@@H](N(C(C)=O)c2ccccc2)C[C@H]1C,5.1%,22.8%,0.3%,i,1.3%,?,83.6%[activator],?,8.5%
COc1cccc(C(=O)NN2CCOCC2)c1,11.3%,0.0%,-5.9%,i,-5.7%,-5.1%,.,-8.8%,-4.3%
CN(C)c1ccc(NC(=O)CC(NCc2cccnc2)C(=O)O)cc1 (centres undefined),2.1%,-0.4%,15.4%,i,17.3%,.,5.7%,4.3%,.
CC(=O)Nc1ccc2c(CSc3nnc(-c4cccnc4)n3-c3ccc(C)cc3C)cc(=O)oc2c1,1.2%,0.0%,-3.6%,?,?,2.3%,-6.6%,?,-1.2%
CCCCOc1ccc(-c2ncc([N+](=O)[O-])cn2)cc1,-10.0%,-0.2%,19.7%,i,14.0%,0.3%,-4.2%,-1.7%,8.0%
COCCNc1c(-c2ccc(O)cc2)nc2ccc(Cl)cn12,3.3%,?,-23.4%,i,-27.5%,4.2%,10.6%,21.4%,16.3%
CCOC(=O)N1CCC(N2Cc3cccc(C(=O)Nc4ccc(OC)c(OC)c4)c3C2=O)CC1,1.7%,-2.0%,-18.9%,?,7.2%,-3.0%,-12.3%,-27.4%,-11.6%
COc1ccc(CCNC(=S)Nc2cccc(C)c2)cc1,14.0%,-1.1%,-26.2%,i,-4.2%,0.3%,-1.1%,-4.2%,-6.3%
COc1ccc2cc(CCC(C)=O)ccc2c1,-4.9%,0.7%,1.5%,i,9.8%,?,75.5%&94.0%[activator],?,28.2µM*
CCC(C)[C@H](NC(=O)N1CCCC1)C(=O)O (some centres undefined),4.6%,-0.7%,-4.3%,i,6.0%,24.0%,-1.0%,6.0%,2.9%
CNc1c(NS(=O)(=O)c2ccc(OC)c(Cl)c2)c(=O)oc2ccccc12,-1.1%,-0.2%,-17.5%,i,-10.9%,2.1%,-18.4%,8.0%,9.8%
C=CCn1c(=O)c(C(=O)NCCNCC)c(O)c2ccccc21,0.0%[1.84 µM],-0.5%,4.6%,i,-22.4%,?,3.6%,9.5%,10.8%
O=C(O)c1cc(S(=O)(=O)NC(Cc2c[nH]c3ccccc23)C(=O)O)ccc1Cl (centres undefined),-0.4%,0.0%,-10.7%,i,2.1%,2.0%,.,8.2%,6.5%
OC[C@@H]1CN(Cc2cccs2)C[C@H](n2cnc3c(NCc4ccc(F)cc4)ncnc32)O1,.,8.9%,-11.2%,i,-8.8%,.,-27.3%,.,-22.8%
Cc1nc(N)[nH]c(=O)c1CCC(=O)OCC(C)C,-2.0%,0.0%,-3.1%,i,-10.1%,14.1%,0.3%,-15.4%,8.6%
COc1ccccc1-[n+]1c(C)cc(/C=C2\Sc3ccccc3N2C)cc1C,?,-2.1%,-103.0%,?,115.2%[activator],?,.,4.11µM*,26.5%
O=C(NCC(=O)N1CCN(c2ccccc2)CC1)c1cccs1,-1.2%,0.2%,8.2%,i,3.5%,0.0%,6.0%,7.7%,0.4%
CCCCOc1ccc(CNC(=O)c2cccc(NC(=O)N3CCSc4ncccc43)c2)cc1,-17.4%,0.2%,-37.7%,.,-56.5%,.,.,?,.
COCCn1c(=NC(=O)CSCC(=O)Nc2cc(C)on2)sc2cc(C(=O)OC)ccc21,-0.8%,-0.3%,1.0%,i,0.1%,1.4%&7.0%,2.6%,17.0%,-10.8%
COc1cc(NC(=O)c2ccc(OC)c([N+](=O)[O-])c2)ccc1NC(=O)c1ccco1,2.7%,-0.2%,4.6%,i,-13.7%,3.9%,-19.5%,-28.1%,6.2%
COc1ccccc1N1CCN(C2CCCN(C(=O)Cn3cccn3)C2)CC1 (centres undefined),-1.8%,-0.2%,-7.5%,i,11.6%,1.0%,-9.3%,1.6%,3.8%
Nn1c(-c2ccc(O)cc2)nnc1-c1ccc(O)cc1,0.1%,-0.4%,-1.7%,i,4.2%,8.6%,4.8%,4.5%,11.8%
O=C(NCC1CCN(S(=O)(=O)c2ccccc2)CC1)Nc1ccccc1,2.5%,-0.3%,-14.2%,i,2.2%,11.7%,-13.4%,2.3%,-1.7%
COc1ccc(C(=O)NC(CC(C)C)C(=O)O)cc1 (centres undefined),0.9%,-0.3%,-0.1%,i,22.6%,-0.9%,6.3%,14.4%,28.7%
CC(=O)c1cccc(NC(=O)c2cc3ccccn3n2)c1,8.6%,0.7%,-32.9%,i,0.1%,-9.0%,17.9%,26.4%,0.1%
O=C(Nc1ccc(Cl)cc1)[C@@H]1[C@@H]2C(=O)N(c3cccc(F)c3)C(=O)[C@@H]2[C@H]2C=CC=NN21,-14.2%,5.7%,18.6%,i,-7.7%,10.5%,16.9%,?,-3.9%
O=C(CN1CCNC(=O)C1)NCCc1ccc(Cl)cc1Cl,-4.8%,0.4%,-1.9%,i,1.9%,-35.1%[inhibitor],5.6%,-0.2%,3.0%
O=C(Nc1ccc2c(c1)OCCO2)c1cnn(-c2ccccc2)n1,-6.7%,4.7%,-16.4%,i,-2.5%,?,82.7%[activator],4.1%,-1.2%
CCCN1Cc2cccc(C(N)=O)c2C1=O,-1.5%,0.1%,4.1%,i,5.3%,-34.3%,2.8%,.,10.4%
O=C(NCc1ccccn1)c1cn(CCc2ccccc2)nn1,4.5%,-0.8%,6.2%,i,16.1%,?,4.1%,11.1%,15.5%
COc1ccccc1C(=O)NNC(=O)c1cccc(Cl)c1,4.8%,?,-36.6%,i,1.2%,-0.7%,.,?,8.5%
CSc1nc2sc3c(c2c(=O)[nH]1)CCc1ccccc1-3,4.8%,31.2%,2.9%,i,10.1%,1.9%,-26.9%,?,-6.8%
O=C(/C=C/c1cn(CC(O)CN2CCCCC2)c2ccccc12)c1ccccc1 (centres undefined),4.1%,?,5.0%,.,?,20.6µM*,-0.8%,-7.2%,7.7%
S=c1[nH]nc(-c2ccco2)n1/N=C/c1ccc(Cl)cc1Cl,.,?,-29.2%,i,-14.9%,?,0.0%,?,-4.7%
